CAL PDZ FP: CAL PDZ peptide-binding inhibitors, primary screen, biochemical, fluorescence polarization, Cer-tagged CAL PDZ, HTS; Golgi-associated PDZ and coiled-coil motif-containing protein (Homo sapiens), Q9HD26; 330,000 tested, 0.02% active; inhibition, % at 20 µM; purified CAL PDZ, TMR-peptide fluorescence polarization, 1 h; AID 504414, 2011;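 active = highest replicate inhibition of at least 40%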;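 note: plate controls were DMSO neutral control wells for no effect and unlabeled competitor peptide control wells for full effect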
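Read-out basis: mP drop reported as inhibition | Assay system: Tagged CAL PDZ protein CerCALP, purified | Benchmarks: Unlabelled peptide for full inhibition, DMSO wells as neutral | Schedule: 1 h incubation at room temperature before polarization reading | Buffer or medium: Sodium phosphate/NaCl buffer pH 7.4 with TCEP, IgG, Thesit | Doses: Single point, 20 µM | Measured by: Fluorescence polarization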
PfHsp90 set2: growth inhibition of PfHsp90-expressing yeast, primary screen, antimalarial PfHsp90 inhibitor project, S. cerevisiae, BacTiter-Glo luminescence, single point, set 2; BacTiter-Glo ATP, 48 h; yeast lacking PDR1 and PDR3 efflux regulators; inhibition, % at 9.4 µM; 310,000 tested, 0.32% active; AID 504621, 2011;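 active = every replicate shows inhibition above about 80%, whatever the replicate mean, limit read from the data; inconclusive = mean inhibition reaches the set limit but some replicate falls short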;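 note: 0% = DMSO neutral controls and 100% = 20 µM radicicol positive controls; yeast relying on Plasmodium falciparum Hsp90 in place of its own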
PvdQ acylase: P. aeruginosa PvdQ acylase inhibitors, primary screen, biochemical, fluorescence, plate reader and imaging, single point. PvdQ acylase [Pseudomonas aeruginosa LESB58]. purified PvdQ acylase. inhibition, % at 10 µM. 340,000 tested, 0.063% active; in the data active = inhibition above about 30%, passing the limit was not always enough; inconclusive = no clear call, values can overlap the other calls;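 note: 0% = vehicle neutral wells and 100% = reference inhibitor wells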
Tat export inh: E. coli Tat export inhibitors, primary screen, MC4100, TorA-mCherry reporter, fluorescence, single point; inhibition, % at 10 µM; 340,000 tested, 0.036% active;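 active = mean replicate inhibition at least 50% and at least half of replicates individually reaching 50%; inconclusive = only one of the two criteria met; inactive = neither criterion met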;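 note: exported cargo escapes ClpAP degradation while cytoplasmic cargo is degraded and loses fluorescence; 0% = median of neutral control wells and 100% = median of NaSCN control wells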
DAGLB inh: DAGLB lipase inhibitors, primary screen, biochemical, fluorescence, HTS. Diacylglycerol lipase-beta (Homo sapiens), Q8NCG7. HEK293T DAGLB membrane lysate, EnzChek fluorogenic substrate. inhibition, % at 5.17 µM. 340,000 tested, 0.059% active; in the data active = inhibition above about 34%;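 note: 0% = enzyme with vehicle and 100% = wells lacking enzyme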
Target sequence (Q8NCG7 whole entry, looked up): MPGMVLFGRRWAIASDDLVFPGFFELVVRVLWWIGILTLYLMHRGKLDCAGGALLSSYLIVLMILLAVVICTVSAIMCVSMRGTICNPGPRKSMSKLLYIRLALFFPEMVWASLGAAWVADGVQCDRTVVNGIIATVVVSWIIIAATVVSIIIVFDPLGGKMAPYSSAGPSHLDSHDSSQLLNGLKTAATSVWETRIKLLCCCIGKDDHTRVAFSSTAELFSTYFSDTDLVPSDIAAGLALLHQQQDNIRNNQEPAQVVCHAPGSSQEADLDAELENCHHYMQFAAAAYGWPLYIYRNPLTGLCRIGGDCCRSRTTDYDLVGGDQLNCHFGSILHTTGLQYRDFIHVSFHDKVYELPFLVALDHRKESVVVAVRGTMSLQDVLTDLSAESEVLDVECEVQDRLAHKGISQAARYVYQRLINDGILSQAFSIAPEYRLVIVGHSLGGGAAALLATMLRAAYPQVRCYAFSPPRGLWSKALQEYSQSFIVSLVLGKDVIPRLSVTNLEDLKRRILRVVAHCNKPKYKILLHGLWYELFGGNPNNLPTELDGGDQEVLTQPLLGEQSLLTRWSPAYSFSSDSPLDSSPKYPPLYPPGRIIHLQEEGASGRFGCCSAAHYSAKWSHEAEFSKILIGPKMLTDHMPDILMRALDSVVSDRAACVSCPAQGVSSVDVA
E coli growth: E. coli V3065 growth inhibition, primary screen, counter-screen for AddAB inhibitor project, absorbance, OD600; 18 h; inhibition, % at 11.9 µM; 330,000 tested, 0.27% active; AID 449728, 2010;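 active = inhibition above the campaign's mean inhibition across all tested compounds plus 3 SD, cut at about 9.9% in these data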;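 note: uninfected addAB+ strain grown without phage in ampicillin broth; 0% = DMSO wells and 100% = ciprofloxacin 0.95 µg/ml wells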
AddAB inh: growth inhibition of E. coli expressing H. pylori AddAB, primary screen, AddAB inhibitor project, absorbance. inhibition, % at 11.9 µM. 330,000 tested, 0.29% active. AID 435030, 2010; in the data active = inhibition above about 12%;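 note: 0% = vehicle wells of infected cells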
Rtt109 HAT inh: inhibitors of C. albicans Rtt109/Vps75 HAT, primary screen, biochemical, ThioGlo CoA-SH fluorescence, plate reader; purified Rtt109/Vps75, 4 h; inhibition, % at 34.9 µM; 330,000 tested, 0.16% active;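 active = inhibition of at least 50% in every replicate; inconclusive = best replicate reaches 50% inhibition but some replicates fall short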
Target sequence (Q5AAJ8 whole entry, looked up): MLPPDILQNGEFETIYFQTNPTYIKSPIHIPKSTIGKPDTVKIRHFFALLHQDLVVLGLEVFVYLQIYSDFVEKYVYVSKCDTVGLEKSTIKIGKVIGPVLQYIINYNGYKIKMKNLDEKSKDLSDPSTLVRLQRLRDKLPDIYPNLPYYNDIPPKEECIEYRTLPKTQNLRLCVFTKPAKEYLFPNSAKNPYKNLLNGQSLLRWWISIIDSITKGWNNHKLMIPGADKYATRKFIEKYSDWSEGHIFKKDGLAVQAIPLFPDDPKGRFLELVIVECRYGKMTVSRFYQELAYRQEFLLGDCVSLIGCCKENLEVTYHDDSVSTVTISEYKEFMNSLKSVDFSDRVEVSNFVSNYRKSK
phage Ecoli inh: growth loss of phage-infected E. coli, primary screen, RecBCD inhibitor project, absorbance, with phage, HTS; 360,000 tested, 0.26% active; inhibition, % at 11.9 µM; AID 651602, 2012; in the data active = inhibition above about 11%
Wnt bcat act: Wnt/beta-catenin pathway activators, primary screen, cell-based, plate reader, single point; Wnt/beta-catenin reporter cell assay, activator; activation, % at 9.35 µM; 300,000 tested, 1.2% active; in the data active = activation above about 30%, passing the limit was not always enough; inconclusive = no clear call, values can overlap the other calls;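 note: 0% = neutral control wells and 100% = positive control wells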
* = called active by the depositor; ? = inconclusive; . = no result given; & = joins results of further samples.

SMILES	CAL PDZ FP	PfHsp90 set2	PvdQ acylase	Tat export inh	DAGLB inh	E coli growth	AddAB inh	Rtt109 HAT inh	phage Ecoli inh	Wnt bcat act
COc1ccc(N(CC(=O)Nc2ccc3c(c2)OCO3)S(=O)(=O)c2c(C)nn(C)c2C)cc1	-0.2	1	-2	8	0	3.0	-2.5	-2	2.9	2
Cc1ccc(C(=O)c2cc3ccccc3o2)cc1[N+](=O)[O-]	-0.5	-7	-8	1	-1	1.3	2.8	-5	2.5	14
Cc1ccc(C(=O)N2CCNC(=O)C2CC(=O)Nc2ccc(F)cc2)cc1C (stereo not drawn)	-0.7	-2	-11	-1	-2	3.2	1.8	0	1.2	3
COC(=O)c1sccc1NC(=O)CSCC(=O)O	-1.0	-20	3	9	-4	1.1	0.9	8	4.0	2
CCCCC1CCC(C(=O)N(CCOC)c2c(N)n(CC(C)C)c(=O)[nH]c2=O)CC1 (stereo not drawn)	0.1	12	-18	0	2	-2.5	0.7	4	-0.5	-2
O=C1/C(=C\c2ccccn2)SC(=S)N1Nc1ncc(C(F)(F)F)cc1Cl	-1.2	-5	-2	6	3	-1.0	1.3	-11	.	.
COc1ccc(F)cc1C(=O)C1CCCN(Cc2ccc3c(c2)OCCO3)C1 (stereo not drawn)	-1.6	-8	-1	1	-2	-1.1	5.5	-1	4.8	.
CN(C)C(=O)C(CCN1CCC(O)(c2ccc(Cl)cc2)CC1)(c1ccccc1)c1ccccc1	-1.3	5	-8	-1	1	-0.4	-2.2	7	5.2	-3&-2
CCOC(=O)C1(Cc2ccccc2)CCN(Cc2csc(C(C)=O)c2)CC1	0.0	-1	-13	11	-3	2.7	0.2	-2	3.2	0
CCn1c(CCC(N)=O)nnc1SCC(=O)Nc1cccc(S(=O)(=O)N2CCCC2)c1	-0.2	-8	-7	-6	1	-1.2	0.6	-13	1.3	3
COc1ccc2cc(CCNC(=O)c3ccco3)c(=O)[nH]c2c1	-0.1	-12	-10	8	-1	3.4	3.5	1	2.0	34*
CCOc1ccc(Br)cc1S(=O)(=O)Nc1cccc(S(=O)(=O)N(C)c2ccccc2)c1	-0.2	-47	-6	12	-1	-0.4	1.9	1	3.2	-3

Complete entries, looked up by structure.
Listed for COc1ccc(F)cc1C(=O)C1CCCN(Cc2ccc3c(c2)OCCO3)C1 (stereo not drawn) = CAL PDZ FP: -1.6; PfHsp90 set2: -8; PvdQ acylase: -1; Tat export inh: 1; DAGLB inh: -2; E coli growth: -1.1; AddAB inh: 5.5; Rtt109 HAT inh: -1; phage Ecoli inh: 4.8; Wnt bcat act: .
Listed for CCOC(=O)C1(Cc2ccccc2)CCN(Cc2csc(C(C)=O)c2)CC1 = CAL PDZ FP: 0.0; PfHsp90 set2: -1; PvdQ acylase: -13; Tat export inh: 11; DAGLB inh: -3; E coli growth: 2.7; AddAB inh: 0.2; Rtt109 HAT inh: -2; phage Ecoli inh: 3.2; Wnt bcat act: 0

The list goes on.
SMILES	CAL PDZ FP	PfHsp90 set2	PvdQ acylase	Tat export inh	DAGLB inh	E coli growth	AddAB inh	Rtt109 HAT inh	phage Ecoli inh	Wnt bcat act
COc1cc(/C=C/C(=O)O)cc(S(=O)(=O)Nc2ccc(S(=O)(=O)N3CCCCC3)cc2)c1OC	0.8	24	-13	-8	2	.	.	3	2.1	2
CCC[N+](CC#Cc1ccccc1)(CCC)CC(=O)OC	-0.1	-7	17	1	-7	0.8	2.5	1	3.3	.
CCN(CC)C(=O)CSc1ncnc2c1nnn2-c1ccc(OC)cc1	-0.1	-2	-4	4	-1	1.7	-0.3	-3	.	.
CC(C)=CCN1CCN(Cc2cc(C(C)C)n[nH]2)CC1CCO (stereo not drawn)	0.4	19	-7	7	-1	0.7	0.9	-13	2.6	5
O=c1c(-c2n[nH]c(=S)n2-c2ccccc2)cccn1Cc1cccc(Cl)c1	-1.2	2	0	-3	-6	2.5	3.1	4	0.1	-2
O=C(Cc1ccccc1)Nc1c(Cl)ccc2nsnc12	.	.	.	.	.	-0.7	0.2	.	0.5	0
CC1CCc2nc(/C(C#N)=C/c3ccncc3)sc2C1 (stereo not drawn)	-2.1	-24	-8	-13	-1	0.8	1.9	.	5.4	.
O=S(=O)(NC1CCN(Cc2ccccc2)CC1)c1ccc(Cl)cc1	.	.	.	.	.	2.4	4.8	.	2.5	-1
Cc1ccc(-c2csc(C3=C(O)CN(NC(=O)c4ccco4)C3=N)n2)cc1	-2.0	-2	-1	-5	2	0.1	0.4	-3	1.1	3
CCOC(=O)C1(Cc2ccccc2C(F)(F)F)CCN(Cc2ccc(COC)o2)CC1	-0.6	-19	0	5	-6	0.2	1.0	-7	3.5	-3
COc1ccc2c(=O)c(Oc3ccc(C(=O)O)cc3)c(C(F)(F)F)oc2c1	0.6	-20	-9	-4	0	0.0	1.2	-1	3.7	?
CCOC(=O)c1c(C)[nH]c(C)c1C(=O)COC(=O)CNC(=O)c1ccc(OCC)cc1	-0.6	18	2	-4	-2	-0.7	-1.6	4	2.0	5
N#C/C(=C/c1cc(Br)cs1)C(=O)NCC1CCCO1 (stereo not drawn)	0.1	.	-9	-7	2	1.6	1.9	-3	1.1	.
CCn1c(NCc2cc(Cl)ccc2O)nc2ccccc21	-1.3	16	-8	4	-6	3.8	2.8	-1	0.9	0
Cc1cc(N2CCN(c3nc(-c4ccc([N+](=O)[O-])cc4)cs3)CC2)c2ccccc2n1	-0.8	.	-14	19	1	1.4	0.2	-7	1.1	-3
CCCCC(=O)C1CCN(Cc2ccccc2)CC1	-0.2	2	-6	-3	-2	0.4	2.9	6	2.1	0
COc1ccc(/C=C2/Sc3ccc(C(=O)N4CCOCC4)cc3NC2=O)cc1OC	0.4	7	-4	-1	0	2.3	3.4	0	-0.3	-4
CCOC(=O)N1CCC(NC(=O)CS(=O)(=O)Cc2nc(-c3ccccc3C)oc2C)CC1	-0.7	-5	-3	-7	1	3.1	-0.8	-10	3.9	0
OC(c1ccccc1)(c1ccccc1)C1CCN(C(=S)NCCc2ccccc2)CC1	-0.1	-20	-8	1	.	1.6	5.0	0	4.0	-25
O=C(O)c1cc2ccc3cccc4ccc(c1)c2c34	-3.2	-9	-3	-11	4	1.3	0.4	-3	-0.1	0
Cc1c(N2C(=O)C3C4C=CC(C4)C3C2=O)c(=O)n(-c2ccccc2)n1C (stereo not drawn)	-0.6	-4	9	-7	-4	-2.6	-2.3	15	2.4	0
COc1ccc(C(CCN2CCOCC2)c2c(OC)cc(OC)c3c(C)cc(=O)oc23)cc1 (stereo not drawn)	-1.4	.	-12	-10	-3	0.0	4.8	12	-0.8	-2
Cc1ccccc1NC(=O)CSc1nnc(NC(=O)c2ccco2)s1	-0.7	0	4	-14	-3	0.1	6.4	-7	4.6	-5
N#Cc1ccc(CSc2nnc(-c3ccccn3)n2-c2ccc(Cl)cc2)cc1	-2.5	.	1	6	-1	0.9	2.5	4	0.9	-4
O=C1NC(c2ccco2)Nc2ccccc21 (stereo not drawn)	-0.1	9	-9	-15	-1	0.4	5.9	-33	-0.2	.
CCOC(=O)[C@@H]1[C@H]2COc3ccc(Br)cc3[C@H]2N2C(=O)N(c3ccc(C)cc3)C(=O)[C@]12C	-3.8	-42	-12	-3	-11	1.6	4.9	6	2.3	-3
N#CCCN(CCC#N)C(=O)c1ccc2c(c1)OCO2	-0.7	-12	-14	0	1	0.7	2.4	6	0.9	-1
Fc1ccc(-c2ccc3c(c2)C2CC3CCN2)cc1 (stereo not drawn)	-0.7	-10	-22	-3	-1	.	.	-2	3.3	-4
O=C(CCNS(=O)(=O)c1ccccc1C(F)(F)F)N1CCN(c2ccccc2O)CC1	-0.2	.	-8	?	1	-1.0	-3.4	12	-1.3	-9
O=C(NCC1CCCO1)c1cccc(N2CCCC2=O)c1 (stereo not drawn)	-1.4	-13	-2	-4	2	1.7	1.7	-2	2.4	-1
O=C(c1cccc(S(=O)(=O)NCc2ccccc2)c1)N1CCCCC1	-2.7	3	-2	-4	-1	0.3	-2.0	-2	3.5	0
O=S(=O)(c1ccc(N2CCN(CCO)CC2)nc1)N1CCOCC1	-3.1	0	14	2	0	4.1	3.3	4	2.9	1
COc1ccc(CCN2CC(C(=O)N(C)Cc3c(C)n[nH]c3C)CCC2=O)cc1 (stereo not drawn)	-0.9	-8	-6	-4	4	.	.	-8	1.3	0
CCn1ncc(Cl)c1C(=O)Nc1cc(Cl)ccc1Cl	-3.1	-69	-11	-2	-10	-1.1	1.2	-6	1.5	.
COc1ccc(C=NCCCN2CCOCC2)cc1	-1.0	-22	-5	4	1	1.0	5.3	-2	-1.5	.
CCCCC(=O)Oc1ccccc1C1SCc2cc(C)c(C)cc2CS1	-0.1	-3	-9	-5	-7	-3.2	2.5	-8	-0.5	.
Cc1noc(C)c1S(=O)(=O)N1CCCN(C(=O)/C=C/c2ccccc2F)CC1	0.2	0	-16	0	-2	-1.4	1.3	5	1.3	-3
Cc1onc(-c2ccc3c(c2)OCO3)c1-c1ccc2[nH]ccc2c1	-0.5	-19	-4	14	2	0.2	2.4	2	3.0	-4
CCOc1ccc(C(=O)NCC(=O)OCc2c(C)noc2C)cc1OCC	-3.2	.	-7	4	-2	2.8	2.9	2	1.2	-1
CCOC(=O)C1CCN(c2nc(C)cc(C)c2C#N)CC1	-3.2	-5	-4	-2	-7	-1.7	-0.2	1	1.1	-4
O=C(/C=C/c1ccccc1)NC(=S)NNS(=O)(=O)c1ccccc1	0.0	6	-12	0	7	2.8	7.4	32	4.6	-1
COCCCNC(=O)Cn1cnc2sc(C)c(S(=O)(=O)N3CC(C)CC(C)C3)c2c1=O (stereo not drawn)	-3.1	-21	-15	-12	0	-2.1	2.6	3	.	.
CC(=O)Nc1ccc(NC(=O)COC(=O)c2ccc(Cl)nc2)cc1	-3.0	-28	-11	7	1	.	.	0	4.1	1
O=C(OCC(=O)c1ccc(Br)s1)c1ccc(O)cc1	-0.5	.	-10	-8	-2	-0.2	2.4	0	4.3	43*
COc1ccc(N2CCN(S(=O)(=O)c3ccc(Cl)s3)CC2)cc1	-1.3	.	-10	-11	-3	-1.1	-2.0	4	1.4	-1
CCOC(=O)Cn1nnc(-c2ccc(OCC(C)C)cc2)n1	-1.5	10	-3	1	-2	-2.5	1.0	7	2.6	.
C=CCNC(=O)/C(=C/c1cccc([N+](=O)[O-])c1)NC(=O)c1ccco1	0.2	5	-17	-1	-3	-0.7	-0.8	-3	-0.2	0
Cc1ccc(S(=O)(=O)CC(=O)Nc2nc(-c3ccccc3)cs2)cc1	-0.2	.	10	-1	-2	1.1	3.2	8	3.3	.
COc1cc(/C=C/C(=O)O)cc(S(=O)(=O)Nc2ccc3nc(SC)sc3c2)c1OC	-1.2	9	5	8	2	-0.6	0.2	-1	2.1	-2
CC(=O)c1cc(C#N)c(N2CCN(c3ccccc3)CC2)nc1C	-0.7	-17	11	9	-2	0.2	0.6	-2	2.7	2
